Screening data as filed in PubChem.
MC4R antagonist: human MC4R antagonism in cAMP assay | AID 540295 | MC4R-expressing cells, MTII-stimulated cAMP, LANCE TR-FRET | P32245 | inhibition, % at 6.5 µM | 360,000 tested, 0.48% active;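 active = inhibition above its plate's cutoff, the mean of tested wells on that plate plus 3 SD, cut at about 29% in these data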;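 note: 0% = Melanotan II alone and 100% = Melanotan II plus saturating MCL0020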
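Assay system: U2OS cells stably expressing human melanocortin 4 receptor (MC4R) / Dosing: 6.5 µM / Timing: compound 30 min, challenge 1 h, detection 1 h / Measured by: Eu-cAMP/anti-cAMP TR-FRET, emission 671 nm / Replicates: singlicate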
NOD2-RIPK2 inh: blocks binding of human NOD2 to RIPK2. O43353. CHO BLA complementation NOD2-RIPK2, CCF4 ratio. inhibition, % at 4.98 µM. 360,000 tested, 0.38% active. AID 624267; in the data active = inhibition above about 21%;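 note: 0% = vehicle only and 100% = reference blocker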
Target sequence (O43353 whole entry, looked up): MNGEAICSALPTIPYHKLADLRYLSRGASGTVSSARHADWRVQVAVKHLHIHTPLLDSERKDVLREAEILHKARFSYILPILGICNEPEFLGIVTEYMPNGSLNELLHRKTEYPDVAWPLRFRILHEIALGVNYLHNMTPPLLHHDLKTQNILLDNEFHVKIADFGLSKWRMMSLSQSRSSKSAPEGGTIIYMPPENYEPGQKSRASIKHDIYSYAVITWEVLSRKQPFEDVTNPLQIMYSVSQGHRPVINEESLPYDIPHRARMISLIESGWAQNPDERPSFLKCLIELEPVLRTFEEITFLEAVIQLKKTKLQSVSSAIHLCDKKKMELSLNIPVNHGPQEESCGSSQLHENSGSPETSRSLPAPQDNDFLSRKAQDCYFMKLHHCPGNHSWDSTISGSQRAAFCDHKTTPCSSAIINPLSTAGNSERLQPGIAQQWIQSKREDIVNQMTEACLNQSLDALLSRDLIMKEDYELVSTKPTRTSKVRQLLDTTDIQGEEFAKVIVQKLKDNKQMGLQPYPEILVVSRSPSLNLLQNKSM
SRC2 inh: human SRC2 (NCOA2) inhibition. AID 651957. Q15596. inhibition, % at 9 µM. 370,000 tested, 0.17% active. HEK293 GAL4-SRC2 luciferase reporter, luminescence;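 active = inhibition above the mean inhibition of all tested compounds plus 3 SD, set per campaign, cut at about 52% in these data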;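 note: 0% = DMSO treated cells and 100% = cells given Gossypol at 36 µM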
LRH-1 inv ag: suppresses constitutive activity of human LRH-1; O00482; HEK293T StAR-luciferase reporter, LRH-1 transfected, 24 h; inhibition, % at 3.6 µM; 360,000 tested, 0.13% active;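 active = inhibition above the mean inhibition of all tested compounds plus 3 SD, cut at about 73% in these data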;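 note: 0% = DMSO wells and 100% = reporter-only cells lacking LRH-1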
Target sequence (O00482 whole entry, looked up): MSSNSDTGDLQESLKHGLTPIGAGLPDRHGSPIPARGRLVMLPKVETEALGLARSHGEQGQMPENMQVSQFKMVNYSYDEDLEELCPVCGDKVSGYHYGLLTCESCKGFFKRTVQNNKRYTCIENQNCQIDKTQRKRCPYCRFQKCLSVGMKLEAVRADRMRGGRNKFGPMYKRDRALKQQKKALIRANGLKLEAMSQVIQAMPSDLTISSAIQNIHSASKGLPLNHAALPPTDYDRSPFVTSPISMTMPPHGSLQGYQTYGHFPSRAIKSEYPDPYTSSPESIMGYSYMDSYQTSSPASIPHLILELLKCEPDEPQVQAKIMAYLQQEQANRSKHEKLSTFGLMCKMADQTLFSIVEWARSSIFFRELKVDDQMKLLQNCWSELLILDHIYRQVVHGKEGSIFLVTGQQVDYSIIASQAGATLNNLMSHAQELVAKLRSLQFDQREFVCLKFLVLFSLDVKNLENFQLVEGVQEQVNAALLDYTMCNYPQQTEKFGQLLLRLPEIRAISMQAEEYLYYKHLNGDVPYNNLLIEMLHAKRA
MC4R barr agon: agonists of human melanocortin 4 receptor (MC4R) beta-arrestin. U2OS MC4R beta-arrestin complementation, luminescence; percent of melanotan II response, DMSO zero. activation, % at 8.9 µM. 360,000 tested, 0.98% active. AID 540308;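 active = activation above a per-plate cutoff, the mean activation of sample wells on that plate plus 3 SD, cut at about 8% in these data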
SRC3 inh: inhibits human SRC3 coactivator; Q9Y6Q9; HEK293 GAL4-SRC3 luciferase reporter, luminescence; inhibition, % at 3.6 µM; 360,000 tested, 0.17% active;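 active = inhibition above a per-campaign cutoff, the mean of all compounds plus 3 SD, cut at about 60% in these data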;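 note: 0% = DMSO-treated cells and 100% = gossypol-treated cells at 36 µM; higher means less SRC3-driven luciferase light from the GAL4 reporter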
NCOA1 inh: inhibits human SRC1 coactivator | HEK293 GAL4-SRC1 luciferase reporter, luminescence | AID 588354 | inhibition, % at 3.6 µM | Q15788 | 360,000 tested, 0.12% active;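 active = inhibition above the campaign mean plus 3 SD, with each screening campaign given its own cutoff, cut at about 60% in these data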;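 note: 0% = DMSO treated cells and 100% = gossypol at 36 µM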
TLR9-MyD88 inh: blocks human TLR9 binding to MyD88; CHO BLA complementation TLR9-MyD88, CCF4 FRET ratio; AID 504734; inhibition, % at 4.98 µM; 340,000 tested, 0.21% active;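 active = inhibition above the mean over all tested compounds plus 3 SD, cut at about 21% in these data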;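 note: 0% = DMSO only wells and 100% = clavulanate BLA inhibitor control wells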
EBV LMP1 NFkB: Epstein-Barr LMP1 NF-kappaB reporter inhibition. LMP1-induced NF-kappaB luciferase reporter cells, luminescence. inhibition, % at 12.5 µM. 350,000 tested, 0.69% active. AID 504558; in the data active = inhibition above about 41%;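 note: 0% = neutral control wells and 100% = reference inhibitor control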
ABHD5 PLIN5 PPI: blocks binding of human ABHD5 to perilipin-5; Q00G26+Q8WTS1; Split G. princeps luciferase complementation, luminescence, 4 h; inhibition, % at 4 µM; 360,000 tested, 0.78% active; AID 602281;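 active = inhibition above the mean inhibition across every tested compound plus 3 SD, cut at about 22% in these data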;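 note: 0% = DMSO only wells and the 100% control is not disclosed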
NR2F2 inh: blocks human COUP-TFII nuclear receptor; 370,000 tested, 0.7% active; HEK293T NGFI-A luciferase reporter, luminescence; P24468; inhibition, % at 8.6 µM; AID 686940;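 active = inhibition above a per-plate cutoff, mean inhibition of test wells between control levels plus 3 SD, cut at about 38% in these data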;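 note: cells cotransfected with COUP-TFII expression vector driving the NGFI-A reporter; 0% = median of COUP-TF2 test wells and 100% = reporter-only cells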
* = called active by the depositor; x = no result given. An excerpt. The share of hits here may be higher or lower than overall.

SMILES | MC4R antagonist | NOD2-RIPK2 inh | SRC2 inh | LRH-1 inv ag | MC4R barr agon | SRC3 inh | NCOA1 inh | TLR9-MyD88 inh | EBV LMP1 NFkB | ABHD5 PLIN5 PPI | NR2F2 inh
O=C(COC(=O)CSc1ccc(F)cc1)NC1CC1 | 14 | -4 | -14 | -2 | -2.3 | 12 | -11 | -11 | 12 | -6 | 1
O=[N+]([O-])c1ccc(Sc2ccccc2)nc1 | 1 | 9 | -5 | 24 | -0.8 | 12 | 7 | 9 | 3 | -8 | 4
CC(=O)Oc1ccc(N(C(C)=O)S(=O)(=O)c2ccc(Cl)cc2)c2ccccc12 | 17 | -3 | -7 | 22 | 2.2 | 8 | -9 | -8 | 14 | 3 | -8
Cc1cc(C)nc(/N=C2\NC(=O)CC3C(=O)NCCN23)n1 (stereo not given) | -1 | -15 | 17 | -32 | -0.2 | 1 | 3 | -2 | 2 | 3 | 0
O=C(O)c1ccccc1C(=O)NCC(O)COCC1CC=CCC1 (stereo not given) | 4 | -10 | 7 | -11 | -1.9 | -12 | -26 | -3 | 6 | 1 | 4
COc1cc(NS(=O)(=O)c2ccc3[nH]c(=O)oc3c2)cc(OC)c1 | -3 | -6 | 13 | 5 | 3.9 | 14 | -13 | x | -2 | 7 | 18
O=C(OCc1cc(=O)n2c(n1)sc1ccccc12)c1cccc(O)c1 | 2 | 0 | -21 | -31 | 0.1 | -17 | -22 | 15 | -9 | 1 | -8
CCOCCCNC(=O)CCc1nnc2n(CCC(C)C)c(=O)c3ccccc3n12 | 7 | -12 | -20 | 7 | -1.3 | 4 | -8 | -5 | -5 | 7 | -14
Cc1ccccc1CSc1nc(C(C)(C)C)cc(=O)[nH]1 | -4 | -8 | -28 | 7 | -0.3 | 15 | 4 | x | -11 | -4 | 3
O=C(O)CNC(=O)c1cccc(C(F)(F)F)c1 | -7 | 1 | 8 | 9 | 3.3 | 30 | 28 | 0 | -1 | 16 | 4
Cn1c(=O)[nH]c(=O)c2c1nc(N(CCO)Cc1ccccc1)n2Cc1ccccc1Cl | -2 | -5 | -19 | -1 | 0.9 | 0 | 16 | 8 | 1 | 5 | 0
O=[N+]([O-])c1ccc(NCCNc2ccc(Cl)nn2)cc1 | 13 | -4 | -6 | 27 | -2.5 | 8 | -4 | -4 | 2 | -8 | 8
N#Cc1c(-c2ccc(F)cc2)cc(C2CC2)nc1SCC(=O)c1cccs1 | 5 | 10 | 0 | -3 | 0.4 | 24 | 5 | 11 | 18 | 9 | -4
COc1ccc(CC(=O)NNC(=O)c2nn(Cc3ccccc3)c(=O)c3ccccc23)cc1OC | 2 | -7 | 6 | 1 | -1.6 | 20 | -15 | 1 | -3 | 0 | 1
COc1ccc(NC(=O)CC2C(=O)NCCN2C(=O)c2ccc(Cl)cc2)cc1 (stereo not given) | -1 | -4 | -19 | 2 | -0.3 | 20 | 3 | -1 | -1 | -1 | -10
Cc1ccc(S(=O)(=O)NCc2cn3c(C)csc3n2)cc1 | 15 | 1 | -12 | 7 | 1.0 | -3 | -16 | -1 | -11 | -6 | -2
CCOC(=O)N1CCN(Cc2nc(N)nc(Nc3ccccc3C)n2)CC1 | 17 | -1 | x | 9 | -1.1 | 16 | -6 | 1 | 4 | 5 | x
OC1C2(Cc3ccccc3)CN3CCN(C2)CC1(Cc1ccccc1)C3 (stereo not given) | 16 | -4 | -1 | 14 | 0.7 | 3 | 2 | -10 | 1 | 5 | 5
Cc1ccc(NC(=O)CCCCCN2C(=O)[C@@H]3Cc4ccccc4CN3C2=O)c(C)c1 | 1 | 0 | -2 | -5 | -2.2 | 3 | 10 | 3 | 13 | 3 | -6
COc1ccc(N(C(=O)Cc2cccs2)C(C(=O)NC2CCCC2)c2ccncc2)cc1 (stereo not given) | -1 | 3 | 5 | -28 | -1.8 | -7 | -33 | -13 | -2 | 2 | -19
CCOc1ccccc1OCCCNCc1ccco1 | 2 | -10 | -16 | 6 | 0.9 | 19 | 14 | 3 | -11 | -1 | 13
O=C(NC1CCCC1)C(c1ccccn1)N(C(=O)c1csnn1)c1ccccc1Cl (stereo not given) | 0 | -2 | 5 | 8 | 0.9 | -21 | -25 | 8 | -2 | -5 | 10
CN(CC(=O)Nc1cccc(F)c1)C(=O)c1cccc(S(=O)(=O)N2CCN(c3ccccc3)CC2)c1 | 0 | -14 | -7 | 16 | 0.0 | 26 | 2 | 3 | 6 | 4 | 21
CC(C)NC(=O)COC(=O)c1ccccc1Oc1ccccc1 | 4 | 0 | 11 | -2 | 0.0 | -2 | -24 | -4 | 0 | 1 | -9
COCCNC(=O)c1ccc2c(c1)S(=O)(=O)c1ccccc1C2=O | -5 | -5 | -15 | 9 | -0.3 | -1 | -5 | 6 | -15 | 4 | -5
O=C(CSc1nnc(-c2cccs2)n1C1CC1)NC1CCS(=O)(=O)C1 (stereo not given) | 5 | -5 | 4 | -8 | -0.3 | 11 | -19 | -42 | 24 | 0 | 7
O=C(CSCCO)N1CCc2ccccc21 | 1 | 1 | -19 | 8 | -1.3 | -2 | -20 | -4 | -3 | -3 | -5
COc1cccc(C(=O)CSc2nnc(CNS(C)(=O)=O)n2-c2ccc(C)cc2)c1 | 3 | -14 | -5 | -5 | -1.2 | -14 | -15 | 5 | 3 | 1 | 3
OCCC1CN(Cc2nc(-c3ccccc3)cs2)CCN1C1CCCC1 (stereo not given) | 5 | 12 | 18 | -6 | 0.1 | 3 | -2 | 4 | -6 | -7 | 3
O=c1c2ccccc2ncn1CCCOc1ccccc1[N+](=O)[O-] | 0 | -3 | -32 | -85 | -0.6 | -82 | -126 | 2 | -17 | 2 | -37
CCOc1ccc(NS(=O)(=O)c2ccc(NC(=O)c3ccccc3C(=O)O)cc2)cc1 | 4 | 1 | -6 | 7 | 0.6 | 17 | -26 | 6 | 9 | 7 | -3
CCOC(=O)c1c(N2C(=O)C3C4C=CC(C4)C3C2=O)sc2c1CCC(C)C2 (stereo not given) | 3 | 8 | -8 | 5 | 0.5 | 6 | 3 | 6 | -1 | 1 | 7
N#CC1=C(N)SC(N)=C(C#N)C1CCc1ccccc1 | 7 | 11 | 3 | 6 | 3.0 | 16 | -17 | 0 | 1 | -7 | 4
CCOc1ccc(-c2ncncc2-c2ccccc2OC)c(O)c1 | 10 | 1 | 25 | -23 | 0.9 | 13 | 7 | -7 | 3 | -3 | 24
CC1CCCN(C(c2ccccc2)c2sc3ncnn3c2O)C1 (stereo not given) | 5 | -6 | -26 | 7 | 1.8 | 7 | -4 | 7 | 2 | -2 | -3
CC(C)(CN1CCCC1)NC(=O)C1CCC(=O)N(CCCN2CCOCC2)C1 (stereo not given) | 12 | -2 | -10 | -14 | -0.5 | -8 | -12 | 6 | 0 | 7 | -4
O=C(CCCOc1ccc(Cl)cc1Cl)NNC(=O)c1ccc(NC(=O)c2ccccc2)cc1 | -2 | -1 | 7 | 7 | 0.7 | 9 | 17 | -4 | -3 | 4 | 2
CC(=O)Nc1ccc(C(=O)Nc2ccc(S(=O)(=O)N3CCCC3)cc2)cc1 | 1 | 1 | 14 | 20 | -0.1 | 5 | 11 | 3 | 4 | -2 | 6
COc1ccc(NC(=O)CC2COc3ccccc3O2)c(OC)c1 (stereo not given) | -1 | -4 | -36 | -6 | -2.2 | -23 | 1 | 3 | -1 | 0 | -17
COC(=O)C1CN(C(=O)C(C)Oc2ccccc2Cl)c2ccccc2O1 (stereo not given) | 22 | 1 | 3 | 12 | 0.7 | 7 | -9 | -8 | 2 | -1 | 4
COc1ccccc1Cn1c(=S)[nH]c2cc(C(=O)N3CCC(C(N)=O)CC3)ccc2c1=O | -4 | -8 | 11 | 12 | -3.3 | 1 | -24 | 7 | 38 | -2 | 5
COCCCn1cc(C(=O)c2cc(Br)ccc2O)cc(C#N)c1=O | 17 | -10 | 4 | -8 | -2.1 | -17 | -13 | -10 | -29 | 6 | 4
C/C(=N\NC(=O)c1nc(C)cc(C)n1)c1ccccc1 | 6 | -8 | -70 | -120 | -0.9 | -84 | -50 | 9 | -21 | 5 | -40
CCOC(=O)C(NC(C)=O)C(=O)O (stereo not given) | 8 | -10 | 17 | 13 | -1.0 | 15 | 0 | 1 | 3 | -1 | 5
CCOC(=O)C1=C(O)C(=O)N(Cc2cccnc2)C1c1ccc(C)cc1 (stereo not given) | 1 | -3 | -11 | -2 | 0.7 | 7 | -10 | 4 | 2 | 2 | 10
Cc1ccc(OC(C)C(=O)Nc2ccc(S(=O)(=O)Nc3cc(C)on3)cc2)cc1 (stereo not given) | 12 | -5 | 13 | -10 | -1.2 | -2 | 3 | -9 | 2 | 1 | -7
Cc1cccc(C(O)c2cnc(C)n2Cc2ccccc2)c1 (stereo not given) | 8 | 5 | 3 | 5 | 0.5 | -9 | -10 | 2 | 1 | -3 | 10
COc1ccc(N2CCN(C(=O)CCSCc3ccccc3F)CC2)cc1 | 28 | 0 | 4 | 7 | 0.0 | 4 | 4 | -3 | -9 | 4 | 9
Cn1nc(OC(=O)Nc2ccc(F)cc2)cc1C(F)(F)F | 14 | 7 | -27 | -4 | 1.2 | -3 | -10 | 0 | -5 | -4 | 11
O=C(NCCNC(=O)c1ccccc1Cl)c1ccco1 | 14 | -6 | 1 | 1 | 0.2 | -6 | 4 | -7 | 2 | 5 | 0
Cc1ccc(C(=O)NNC(=O)c2ccc(NC(=O)C(C)(C)C)cc2)cc1 | 8 | 8 | -19 | -9 | -1.4 | -7 | -6 | -6 | -14 | -9 | -6
O=C(NC1CCCCCC1)c1cccs1 | 15 | 14 | -18 | -6 | 1.5 | -19 | -27 | 2 | -17 | -10 | 3
CC(=O)C1=C(C)NC(=O)NC1c1cccs1 (stereo not given) | 7 | -4 | -1 | 20 | -0.1 | 20 | 22 | 5 | -4 | 8 | -2
Cc1cccc(C(=O)OCC(=O)NC23CC4CC(CC(C4)C2)C3)c1O | 4 | -10 | -34 | -70 | 2.3 | -61 | -65 | 5 | -18 | -6 | -12

Record cards, as listed above. Screens in order: MC4R antagonist | NOD2-RIPK2 inh | SRC2 inh | LRH-1 inv ag | MC4R barr agon | SRC3 inh | NCOA1 inh | TLR9-MyD88 inh | EBV LMP1 NFkB | ABHD5 PLIN5 PPI | NR2F2 inh
`CC(=O)C1=C(C)NC(=O)NC1c1cccs1` (stereo not given) is listed with 7 | -4 | -1 | 20 | -0.1 | 20 | 22 | 5 | -4 | 8 | -2
`Cn1nc(OC(=O)Nc2ccc(F)cc2)cc1C(F)(F)F` is listed with 14 | 7 | -27 | -4 | 1.2 | -3 | -10 | 0 | -5 | -4 | 11
`Cc1cccc(C(=O)OCC(=O)NC23CC4CC(CC(C4)C2)C3)c1O` is listed with 4 | -10 | -34 | -70 | 2.3 | -61 | -65 | 5 | -18 | -6 | -12
